BLM inh: qHTS Assay for Inhibitors of Bloom's syndrome helicase (BLM); recombinant BLM DNA unwinding, fluorescence dequenching; Potency, µM (series often up to 56.1 µM), without a hit: at the highest dose activity change, negative = inhibition, actives largely listed as inhibitors; 0.2% of 350,000 active; AID 2528, 2010;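 further: potency means the concentration at half of the fitted maximal effect; plate controls were vehicle for no effect and no enzyme for full effect; nearly all actives have a fitted effect of over 35% in size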
POLB inh: qHTS Assay for Inhibitors of DNA Polymerase Beta; Pol beta primer extension/strand displacement, fluorescence kinetic; Potency, µM (top dose mostly 114 µM), for the others: top-dose activity change, negative = inhibition, actives largely listed as inhibitors; 1.3% of 340,000 active; AID 485314, 2010; further: potency means the concentration at half of the fitted maximal effect; on the % scale 0 is the no-effect control and ±100 the full control effect
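Preincubation: enzyme (10 nM) with compound, 15 min, RT. Reaction: substrate added to 50 nM final. Reads: 0 and 10 min. Analysis: normalized, Hill fit.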
POLK inh: qHTS for Inhibitors of Polymerase Kappa; DNA polymerase kappa (Homo sapiens), Q9UBT6; purified Pol kappa, fluorescent DNA synthesis assay, 10 min; Potency, µM (titrated, usually from 107 µM), inactives show at the top dose activity, negative = inhibition, actives largely listed as inhibitors; 0.53% of 400,000 active; AID 588579, 2011; further: potency means the concentration at half of the fitted maximal effect; on the % scale 0 is the no-effect control and ±100 the full control effect
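Kinetic fluorescence screen: compound preincubated 15 min RT with 10 nM enzyme; 50 nM substrate (final) initiates; reads at 0/10 min.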
Pol eta inh: qHTS for Inhibitors of Polymerase Eta; AID 588591, 2011; recombinant Pol eta, fluorescent DNA replication assay; 1.2% of 390,000 active; Potency, µM (titrated, usually from 114 µM), for the others: at the top dose activity change, negative = inhibition, most hits filed as inhibitors; DNA polymerase eta (Homo sapiens), Q9Y253; further: potency means the concentration at half of the fitted maximal effect; on the % scale 0 is the no-effect control and ±100 the full control effect
Target sequence (Q9Y253 whole entry, looked up): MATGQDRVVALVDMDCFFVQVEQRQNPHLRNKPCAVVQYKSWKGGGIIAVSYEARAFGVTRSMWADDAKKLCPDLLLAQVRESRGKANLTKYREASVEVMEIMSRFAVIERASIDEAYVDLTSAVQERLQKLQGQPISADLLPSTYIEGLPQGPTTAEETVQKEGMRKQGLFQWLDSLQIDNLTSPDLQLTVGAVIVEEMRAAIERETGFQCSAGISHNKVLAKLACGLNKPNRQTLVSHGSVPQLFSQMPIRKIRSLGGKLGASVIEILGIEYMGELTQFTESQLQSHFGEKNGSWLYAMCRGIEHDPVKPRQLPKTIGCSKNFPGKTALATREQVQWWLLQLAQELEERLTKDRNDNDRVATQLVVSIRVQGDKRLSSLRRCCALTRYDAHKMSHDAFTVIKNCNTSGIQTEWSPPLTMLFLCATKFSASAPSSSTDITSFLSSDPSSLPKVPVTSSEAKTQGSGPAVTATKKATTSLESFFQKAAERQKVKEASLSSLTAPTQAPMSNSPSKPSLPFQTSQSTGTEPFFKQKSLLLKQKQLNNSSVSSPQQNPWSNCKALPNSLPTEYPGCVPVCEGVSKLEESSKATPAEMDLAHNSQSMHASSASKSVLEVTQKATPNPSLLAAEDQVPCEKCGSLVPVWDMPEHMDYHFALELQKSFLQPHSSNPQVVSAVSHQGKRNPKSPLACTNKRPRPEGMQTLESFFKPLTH
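Pol eta (10 nM) was preincubated with compounds for 15 min at room temperature, after which fluorescent replication substrate (50 nM final) was added to start the reaction. Fluorescence was read kinetically at 0 and 10 min.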
GRP78 ERSR act: qHTS for Inducers of the Endoplasmic Reticulum Stress Response (ERSR) in Human Glioma: qHTS | U87-MG GRP78 promoter luciferase reporter, 16 h | Potency, µM, without a hit: at the highest dose activation, hits mostly activators | 0.02% of 420,000 active | AID 602332, 2012; further: potency means the concentration at half of the fitted maximal effect; series mostly up to about 76 µM; % of control where 0% means no effect; nearly all actives have a fitted effect of over 35% in size
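Stably transfected U87-MG glioma cells carrying a GRP78-based luciferase sensor; 16 h compound incubation. Luminescence end-point read 10 min after Bright-Glo addition at room temperature.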
LDHA inh: qHTS assay for inhibitors of human lactate dehydrogenase. L-lactate dehydrogenase A chain (Homo sapiens), P00338. activity change, % (values are at about 110 or 230 µM). 0.15% of 480,000 active. purified LDHA, NADH/diaphorase-resazurin fluorescence; hits give low values. AID 1347041, 2019; in the data active means activity change below about -30%; inconclusive means mostly about -25% to -30%;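 further: plate controls were DMSO wells for no effect and wells without enzyme for full effect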
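LDH5 2 nM; NADH 0.06 mM, pyruvate 0.2 mM; 200 mM Tris pH 7.4, EDTA, Tween-20; 5 min RT. Detection: diaphorase 0.133 mg/mL + resazurin 37 µM, fluorescence ex540/em590 at 0 and 20 min; normalized to enzyme-free and DMSO wells.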
POLI inh: qHTS for Inhibitors of Polymerase Iota | DNA polymerase iota (Homo sapiens), Q9UNA4 | Pol iota fluorescent replication assay, 10 min | Potency, µM (titrated, usually from 115 µM), without a hit: top-dose activity, negative = inhibition, most hits filed as inhibitors | 1% of 390,000 active; further: potency means the concentration at half of the fitted maximal effect
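Fluorescent replication assay read twice, at 0 min and 10 min after adding 50 nM (final) substrate. Enzyme (10 nM) and compounds were first incubated 15 min at room temperature; enzyme-free buffer wells were negative controls.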
Anesthetic bind: qHTS Assay for Identification of Novel General Anesthetics; Ferritin light chain (Equus caballus), P02791; apoferritin/1-aminoanthracene competitive binding, fluorescence; Potency, µM (titrated, usually from 77.5 µM), for the others: top-dose activity change, negative = displacement, usual class: inhibitors; 0.074% of 350,000 active; AID 485281, 2010; further: potency means the concentration at half of the fitted maximal effect; on the % scale 0 is the no-effect control and ±100 the full control effect; nearly all actives have a fitted effect of over 20% in size
Target sequence (P02791 2-175 limits assumed): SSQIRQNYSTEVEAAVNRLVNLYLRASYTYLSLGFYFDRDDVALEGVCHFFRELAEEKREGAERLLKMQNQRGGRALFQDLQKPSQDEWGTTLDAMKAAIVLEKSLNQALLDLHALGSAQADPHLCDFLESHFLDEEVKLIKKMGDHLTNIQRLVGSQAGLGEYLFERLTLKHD
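Apoferritin-based anesthetic binding model; compound displacement of fluorescent 1-AMA measured as endpoint fluorescence after 10 minutes at room temperature, scaled to free-ligand and complex controls.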
APEX1 inh: qHTS Assay for Inhibitors of the Human Apurinic/apyrimidinic Endonuclease 1 (APE1); recombinant APE1, TAMRA/BHQ-2 abasic DNA cleavage fluorescence; 0.35% of 350,000 active; AID 2517, 2012; Potency, µM (highest dose often 65.8 µM), for inactives: at the highest dose activity change, negative = inhibition, hits mostly inhibitors; DNA repair nuclease/redox regulator APEX1 (Homo sapiens), P27695;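 further: potency means the concentration at half of the fitted maximal effect; plate controls were vehicle for no effect and reference inhibitor for full effect; nearly all actives have a fitted effect of over 55% in size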
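APE1 at 0.75 nM preincubated 15 min at room temperature with compound. Reaction then started with 50 nM double-stranded THF-abasic substrate labelled with TAMRA/BHQ-2, and 525/598 nm fluorescence read kinetically. Activity taken as third-minus-first read difference, normalized to DMSO and NSC13755 controls.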
Active calls of the source: *; ? = inconclusive; · = not tested or not shown; & = joins results of further samples; [ ] = dose if it differs, or a comment. Unless noted, the call rests on the fitted dose curve; in most records, active means well fitted curve in the direction sought with a large enough effect; inconclusive means small, poorly fitted or top-dose-only effect, or another doubt; inactive means no such curve, though single readings can be large; an effect the other way counts as inactive or inconclusive.

Short keys – A = BLM inh; B = POLB inh; C = POLK inh; D = Pol eta inh; E = GRP78 ERSR act; F = LDHA inh; G = POLI inh; H = Anesthetic bind; I = APEX1 inh
> CCc1ccc(C(=O)c2cn(CC(=O)Nc3ccc(Cl)cc3)c3cc4c(cc3c2=O)OCO4)cc1
  A = -7%	B = 22%	C = 0%	D = -14%	E = -7%	F = 3	G = 32%[activator]	H = ?	I = ·
> CCc1ccc(NC(=O)/C(C#N)=C/c2cc3ccc(C)cc3nc2N2CCOCC2)cc1
  A = -5%	B = 32%	C = 0%	D = ?	E = -1%	F = 1	G = 16%	H = -4%	I = -1%
> N#Cc1c(-c2ccc(F)cc2)noc1N
  A = -1%	B = -1%	C = 5%	D = -8%	E = -2%	F = 0	G = -1%	H = -23%	I = 1%
> COc1ccccc1N1CCN(C(=O)CCNS(=O)(=O)c2ccc3c(c2)CCN3C(=O)C2CC2)CC1
  A = 2%	B = 14%	C = 1%[60.1 µM]	D = -4%	E = -3%	F = 4	G = 22%	H = -6%	I = ·
> CCN1CCN(S(=O)(=O)c2ccc(Cl)c(C(=O)N(C)C(c3ccccc3)c3ccccc3)c2)CC1
  A = ·	B = ·	C = 4%	D = -8%	E = 2%	F = -4	G = 24%	H = ·	I = 13%
> Cc1ccc(NC(=O)COC(=O)C2CCC2)cc1S(=O)(=O)N1CCOCC1
  A = ·	B = ·	C = -2%	D = -15%	E = -2%	F = -3	G = -4%	H = ·	I = -3%
> Cc1ccc(/C=C2\SC(=S)N(CCCC(=O)Nc3ccccc3C(=O)O)C2=O)cc1
  A = -11%	B = 2%	C = -5%	D = ?	E = -17%	F = -2	G = -28%	H = ?	I = 25%
> CCOC(=O)N1CCN(c2nnc(-c3ccccc3)c3ccccc23)CC1
  A = -3%	B = 15%	C = 0%	D = -9%	E = -2%	F = -11	G = -1%	H = 7%	I = 34%
> CCCOc1ccc(NC(=O)CC2C(=O)N(c3cccc(OC)c3)C(=O)N2Cc2cccs2)cc1 (stereo unspecified)
  A = -10%	B = 1%	C = -2%	D = -9%	E = 2%	F = -2	G = -1%	H = -2%	I = ·
> O=C(COCc1cc(-c2ccc(F)cc2)on1)Nc1cccc(C(F)(F)F)c1
  A = -7%	B = 33%[activator]	C = -3%	D = -19%	E = -2%	F = -1	G = 13%	H = -9%	I = ·

More structures.
Short keys – A = BLM inh; B = POLB inh; C = POLK inh; D = Pol eta inh; E = GRP78 ERSR act; F = LDHA inh; G = POLI inh; H = Anesthetic bind; I = APEX1 inh
> CN1CC(=O)Nc2ccc([N+](=O)[O-])cc2C1=O
  A = 2%	B = 13%	C = 4%	D = -9%	E = -3%	F = 1	G = -3%	H = -5%	I = 17%
> COc1cccc(NC(=O)CN(C)C(=O)CSc2ncnc3sc(C)c(C)c23)c1
  A = ·	B = ·	C = -1%	D = -21%	E = -3%	F = -2	G = -4%	H = ·	I = 37%
> S=C(Nc1ccc(Br)cc1)NC1CCCCC1
  A = -1%	B = 37%	C = -10%	D = -19%	E = 0%	F = -8	G = -16%	H = -8%	I = 13%
> NCCCCCC(=O)Nc1ccncc1
  A = 2%	B = 26%	C = -4%	D = -6%	E = 3%	F = 3	G = 10%	H = 2%	I = 13%
> CCN(C(=O)COC(=O)c1[nH]c(C)c(C(C)=O)c1C)c1c(N)n(Cc2ccccc2)c(=O)[nH]c1=O
  A = ·	B = ·	C = -3%	D = 9%	E = 0%	F = -3	G = -7%	H = ·	I = 8%
> Oc1cccc(Nc2nc(O)c(/C=C3\C=Nc4ccccc43)s2)c1
  A = -25%	B = ?	C = -19%	D = ?	E = 0%	F = -3	G = ?	H = -11%	I = -5%
> COc1ccccc1CN1CC(C(=O)N2CCCCCCC2)CCC1=O (stereo unspecified)
  A = 3%	B = 10%	C = -15%	D = -16%	E = -2%	F = -4	G = 8%	H = -18%	I = 29%
> CC(OC(=O)C1=Cc2ccccc2OC1)C(=O)NC1CCCC1 (stereo unspecified)
  A = 1%	B = 1%	C = 0%	D = -10%	E = -2%	F = -17	G = -11%	H = 3%	I = ?
> Cc1cccc(-n2c(SCc3ccc([N+](=O)[O-])cc3)nnc2-c2c[nH]c3ccccc23)c1
  A = -7%	B = 6%	C = -2%	D = -21%	E = -2%	F = -2	G = 13%	H = -4%	I = 0%
> CCOc1ccc(NC(=O)N2CCC(NC(=O)C(Cc3ccc(OC)c(OC)c3)NC(C)=O)CC2)cc1 (stereo unspecified)
  A = -1%	B = 45%	C = -12%	D = 2%	E = -14%	F = -3	G = 3%	H = -9%	I = -5%

(continued)
Short keys – A = BLM inh; B = POLB inh; C = POLK inh; D = Pol eta inh; E = GRP78 ERSR act; F = LDHA inh; G = POLI inh; H = Anesthetic bind; I = APEX1 inh
> Cc1cc(C(=O)N2CCN(c3ccc([N+](=O)[O-])cc3)CC2)no1
  A = 1%	B = 26%	C = -19%	D = -8%	E = -2%	F = 3	G = -6%	H = 5%	I = 1%
> CN1C(=O)CSc2ccc(NC(=O)N3CCN(c4ccccn4)CC3)cc21
  A = 1%	B = 13%	C = -1%	D = ?	E = 0%	F = 3	G = -20%	H = 0%	I = 15%
> COc1cccc(N2CCN(C(=O)CSc3ccc(F)cc3)CC2)c1
  A = -3%	B = -21%	C = -12%	D = -11%	E = -1%	F = 4	G = 88%[activator]	H = 5%	I = 1%
> O=C(C1CCN(Cc2ccccc2)CC1)N1CCCC1
  A = -1%	B = 0%	C = 0%	D = -16%	E = -3%	F = -20	G = -2%	H = 1%	I = 4%
> CCSc1ncc(Cl)c(C(=O)Nc2cc(C)ccc2C)n1
  A = -3%&4%	B = 9%&27%	C = -15%&0%	D = -1%&-14%	E = 0%&-3%	F = -4&-15	G = 16%&0%	H = -11%&7%	I = 2%
> Cc1[nH]c2ccccc2c1C1N2CC3(C)CN1CC(C)(C2)C3=O (stereo unspecified)
  A = 1%	B = 9%	C = -11%	D = -7%	E = -2%	F = 0	G = -17%	H = -4%	I = ·
> COC/C=C/C1=CC2=CC(=O)C(C)(OC(=O)c3cnc4ccccc4n3)C(=O)C2=CN1CCN1CCOCC1 (stereo unspecified)
  A = -15%[12.4 µM]	B = 10%	C = -14%	D = -1%	E = -5%	F = -1	G = 43%	H = -11%	I = -6%[12.4 µM]
> CCCCNC(=O)N1CCc2[nH]c3ccccc3c2C1
  A = -5%	B = -7%	C = -10%[60.1 µM]	D = -5%	E = 9%	F = 1	G = 29%	H = 5%	I = 6%
> COc1cccc(NC(=S)NN=C2CCCCCC2)c1
  A = -7%	B = 2%	C = 4%	D = -1%	E = 5%	F = -1	G = 57%[activator]	H = -22%	I = 4%
> Cc1ccsc1/C=N/NC(=O)CN1CCN(S(=O)(=O)c2ccc(Br)cc2)CC1
  A = -3%	B = 8%	C = -11%	D = -13%	E = -5%	F = -3	G = 2%	H = -15%	I = 0%

The list goes on:
Short keys – A = BLM inh; B = POLB inh; C = POLK inh; D = Pol eta inh; E = GRP78 ERSR act; F = LDHA inh; G = POLI inh; H = Anesthetic bind; I = APEX1 inh
> CCn1cc(C(=O)NCCc2ccccc2)c(=O)c2cc(S(=O)(=O)N3CCc4ccccc4C3)ccc21
  A = -13%	B = -1%	C = -6%	D = -17%	E = -3%	F = 6	G = -11%	H = -5%	I = ·
> O=C(CSc1nnc(-c2ccccc2O)o1)N1CCOCC1
  A = 0%	B = 29%	C = -12%	D = -18%	E = -5%	F = 13	G = ?	H = -4%	I = 43%
> Cc1ccc(N(C)S(=O)(=O)c2cccc(C(=O)NC3CC(C)(C)NC(C)(C)C3)c2)cc1
  A = ·	B = ·	C = -4%	D = -22%	E = -6%	F = -4&-8	G = 45%[activator]	H = ·	I = 6%
> COc1ccc(S(=O)(=O)N2CCC(C(=O)NCCC3=CCCCC3)CC2)cc1OC
  A = -2%	B = 7%	C = -10%	D = 7%	E = -1%	F = 9	G = -22%	H = -21%	I = -2%
> N#Cc1ccc(Cn2c(-c3ccc(F)cc3)noc2=O)cc1
  A = -1%	B = 5%	C = -1%	D = -2%	E = -2%	F = -6	G = 29%	H = -5%	I = 20%
> COc1ccc(-n2c(=O)c3c(C)c(C)sc3n(CC(=O)NCc3ccc(C)cc3)c2=O)c(OC)c1
  A = -9%	B = 37%	C = -10%	D = ·	E = ·	F = -8	G = 4%	H = -3%	I = ·
> O=c1[nH]c(-c2ccccn2)nc2ccccc12
  A = 4%	B = 13%	C = -10%	D = -10%	E = -9%	F = 11	G = ?	H = -7%	I = 2%
> Cc1ccc(C)c(NC(=S)NCCSc2ccc(Cl)cc2)c1
  A = -6%	B = 21%	C = -10%	D = -25%	E = -4%	F = 0	G = -17%	H = -13%	I = -5%
> COc1ccc(S(=O)(=O)N2CCCC(C(=O)N3CCCCCC3)C2)cc1 (stereo unspecified)
  A = 0%	B = 15%	C = -5%	D = -18%	E = -2%	F = -3	G = 12%	H = -3%	I = 12%
> Cc1cc(NCCOCCO)n2c(nc3ccccc32)c1C#N
  A = -14%	B = -4%	C = -24%	D = -15%	E = -2%	F = 7	G = -24%	H = 270%[activator]	I = -5%
> COc1ccc(-c2oc3ncn4nc(COc5ccccc5C)nc4c3c2-c2ccc(OC)cc2)cc1
  A = -3%	B = 1%	C = 5%	D = -18%	E = -3%	F = -7	G = 39%[activator]	H = 2%	I = ·

The list is partial (hit frequency here may not be typical).
